# Screens as filed in PubChem BioAssay.
# TROY NFkB inh = blocks TROY-dependent signaling in reporter cells; Q293 LMP1-TROYcd NF-kB luciferase reporter, 4 h; inhibition, % at 10 µM; 360,000 compounds, 0.98% hits;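 active means compounds whose plate-normalised and pattern-corrected inhibition of the luciferase reporter signal at the single screening dose is 50% or more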
# C8 TRAIL sens = caspase-8 TRAIL sensitization | NB7+C8 cells + TRAIL, ATPlite viability luminescence | AID 624354 | 360,000 compounds, 1% hits | inhibition (viability loss, TRAIL sensitization), % at 10 µM;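 active means compounds causing at least 50% loss of cell viability in the single-dose screen, relative to plate controls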
# NR2E3 ag-1 = agonists of human NR2E3 nuclear receptor; CHO-S Gal4-NCOR/VP16-NR2E3 two-hybrid, luciferase; inhibition of corepressor binding, % at 3.98 µM; 360,000 compounds, 0.35% hits; AID 602229;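 active means inhibition above the mean of all tested compounds plus 3 SD, cut at about 70% in these data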;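 further: 0% = DMSO with NR2E3 transfected cells and 100% = cells lacking NR2E3 construct; higher means lower luciferase signal from less NR2E3 corepressor binding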
# Target sequence (Q9Y5X4 whole entry, looked up, the tested form may be a part): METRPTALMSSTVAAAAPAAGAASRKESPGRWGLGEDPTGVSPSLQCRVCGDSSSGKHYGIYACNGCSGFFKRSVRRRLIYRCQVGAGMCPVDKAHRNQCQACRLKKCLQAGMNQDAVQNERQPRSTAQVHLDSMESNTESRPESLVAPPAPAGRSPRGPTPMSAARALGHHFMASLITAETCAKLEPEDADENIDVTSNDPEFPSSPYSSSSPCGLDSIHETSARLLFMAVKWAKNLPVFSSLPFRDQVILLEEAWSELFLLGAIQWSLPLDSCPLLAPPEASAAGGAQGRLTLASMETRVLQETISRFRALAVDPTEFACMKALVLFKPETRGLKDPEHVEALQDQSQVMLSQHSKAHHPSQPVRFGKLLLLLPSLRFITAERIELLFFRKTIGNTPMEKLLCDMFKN
# Peg3 prom inh = Peg3 promoter activity inhibition; 360,000 compounds, 1.7% hits; HeLa PEG-Prom luciferase reporter, luminescence, overnight; inhibition, % at 20 µM;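 active means inhibition of at least 50% at 20 µM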
# Shn3 inh set2 = Schnurri-3 reporter inhibition in Clone20 osteoblasts. Clone20 osteoblast Shn3 3'UTR firefly luciferase, 24 h. inhibition, % at 12.5 µM. 360,000 compounds, 0.52% hits. AID 588674;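 active means mean inhibition of at least 75% with every replicate also reaching 75%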;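 further: 0% = median of neutral control wells and 100% = pilot-screen positive control compound; some compounds past the cut are filed as inactive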
# NR2E3 ag-2 = agonists of human nuclear receptor NR2E3; 320,000 compounds, 0.12% hits; AID 2300; Q9Y5X4; GST-NR2E3/biotin-RetCOR TR-FRET, 1536-well; inhibition of corepressor binding, % at 4.78 µM;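 active means percent inhibition above the cutoff of mean plus 3 SD of all tested compounds, set per screening campaign, cut at about 20% in these data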;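 further: 0% = DMSO wells and 100% = biotin wells as full block of FRET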
#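 Material: NR2E3–RetCOR corepressor complex / Amount: 1.35 nM GST-NR2E3 / Medium: Tris pH 7.5 / Compound: single nominal compound dose of 4.8 µM / Incubation: 5 h at 4 °C / Technique: TR-FRET, Eu(K)-anti-GST donor, streptavidin-D2 acceptor, ex 340, em 617/671 nm / Read-out basis: percent loss of FRET ratio relative to control wells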
# CF NFkB block = inhibitors of cystic fibrosis induced NF-kB; KKLEB NF-kB-GFP reporter, PAF-induced, GFP fluorescence overnight; AID 588850; 360,000 compounds, 0.86% hits; inhibition, % at 5 µM;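 active means at least 50% inhibition at 5 µM, scaled per plate between neutral and stimulator controls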;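 further: PAF is a Pseudomonas aeruginosa culture filtrate used as stimulus; plate controls were PAF-stimulated DMSO wells for no effect and unstimulated DMSO wells for full effect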
# TRPM1 prom inh = reduces MITF-dependent TRPM1 promoter luciferase signal. 330,000 compounds, 0.83% hits. SK-MEL-5 TRPM1 promoter luciferase, 24 h. AID 488899. inhibition, % at 12.5 µM;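 active means mean inhibition across replicates of 60% or more, whatever share of single replicates reaches that level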; further: values of inactives mirror those of a sister screen read the other way
# HIF-2a inh = inhibitors of HIF-2a | 786-0 RCC cells HIF-2a reporter, luciferase luminescence, overnight | inhibition, % at 18.8 µM | 360,000 compounds, 0.72% hits;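 active means inhibition of the luminescence signal of 40% or more relative to plate controls, in a single-dose primary screen at 18.75 µM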
# KKLEB cytotox = reduces viability of KKLEB cystic fibrosis airway cells. 360,000 compounds, 0.36% hits. KKLEB CF airway cells viability, ATPlite luminescence, overnight; active compounds read low; cells stimulated with P. aeruginosa culture filtrate. AID 602141. activity change (cytotoxicity), % at 5 µM;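 active means corrected activity change at or below -50% at 5 µM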
# TWEAK Fn14 block = TWEAK-Fn14 signaling inhibition | inhibition, % at 10 µM | 360,000 compounds, 2% hits | AID 1159606 | TWEAK-stimulated Fn14 reporter cells, luciferase luminescence, 8 h; in the data active means inhibition above about 50%
# Numbers without * were called inactive; · = no result given. A portion of the library; count on the stated rates, not on these rows.
SMILES	TROY NFkB inh	C8 TRAIL sens	NR2E3 ag-1	Peg3 prom inh	Shn3 inh set2	NR2E3 ag-2	CF NFkB block	TRPM1 prom inh	HIF-2a inh	KKLEB cytotox	TWEAK Fn14 block
CC(=O)N1CCN(C(=O)c2cc3c(s2)CCCC3)CC1	-19	-31	4	-67	-1	·	20	-22	-58	0	12
COc1ccc(C(=O)Nc2cc(=O)[nH]c3ncnn23)cc1	16	6	-57	6	6	5	-11	1	14	0	-6
CCOC(=O)C(C)Sc1nc(-c2ccccc2)nc2ccccc12 (stereo not drawn)	-2	-2	-18	39	0	-4	6	-2	22	2	15
O=C1c2ccccc2C(O)(Cc2ccccc2)N1Cc1ccco1 (stereo not drawn)	10	-12	-12	11	-12	4	14	-1	2	-5	13
N#Cc1cnn(-c2ccc([N+](=O)[O-])cc2[N+](=O)[O-])c1N	-15	6	-22	1	-5	·	-2	·	-1	2	10
Nc1nccc(SCc2ccccc2)n1	-3	-3	-38	-30	24	·	7	-10	-42	10	42
Cc1cccn2c(=O)c3cc(C(=O)N4CC(C)CC(C)C4)sc3nc12 (stereo not drawn)	-8	2	15	-27	4	3	11	3	-22	-17	-45
O=P(O)(O)CCP(=O)(c1ccccc1)c1ccccc1	-1	-10	14	5	8	4	-4	7	-22	12	-3
Cc1cc(NS(=O)(=O)c2ccc(NC(=S)NC(=O)c3ccc(F)cc3)cc2)no1	-26	-22	7	19	-9	1	-2	3	10	8	-5
COc1ccc(N2C(=O)CNC2=S)cc1	15	-12	-13	-3	9	0	4	9	14	-2	-3
CCC(=O)NCC(c1ccco1)N1CCN(c2ccc(OC)cc2)CC1 (stereo not drawn)	7	10	-35	15	12	0	-9	-12	18	6	-1
COc1ccc(OC)c(-c2cc(C(=O)Nc3c(C)nn(Cc4ccccc4C)c3C)no2)c1	30	18	28	26	35	4	29	1	-34	-29	9
Cc1ccc(C)c(N(C(=O)CS(=O)CC(=O)Nc2ccc3c(c2)OCO3)C(C)C(=O)NC2CCCC2)c1 (stereo not drawn)	-7	-6	-9	5	1	1	-5	15	17	13	-2
CS(=O)(=O)N(Cc1ccc(C(=O)NC2CCCC2)cc1)c1ccccc1	13	5	-37	-36	2	1	-4	0	2	8	-10
COc1ccc(NS(=O)(=O)c2cc(NC(=O)COc3ccc(OC)cc3)ccc2N2CCOCC2)cc1	-27	6	-13	4	25	·	12	-5	23	-2	8
CCC1CCCCN1CCCNC(=O)C1CC(=O)N(CCc2ccccc2)C1 (stereo not drawn)	-5	-29	-31	5	-18	2	-16	2	15	27	-3
CC(=O)c1nn(-c2ccc(Cl)cc2)cc1C(=O)c1ccc(C)cc1	-3	-17	-3	19	16	-1	10	·	18	-12	11
CN1C(=O)/C(=C/c2cccc(Cl)c2)Sc2ccc(C(=O)N3CCOCC3)cc21	20	19	-18	17	-7	0	11	-13	3	-3	-9
CN(C(=O)CN(c1ccccc1)S(=O)(=O)c1ccc(F)cc1)C1CCS(=O)(=O)C1 (stereo not drawn)	-6	-26	-12	7	8	0	5	12	4	-1	-12
CCOC(=O)c1ccc2c(c1)nc(SCc1cn3ccsc3n1)n2CC	-3	6	-14	-5	-38	2	20	4	-10	-11	1
CCCCn1c(N)c(N(CC)C(=O)c2ccccc2C(F)(F)F)c(=O)[nH]c1=O	1	-3	-3	10	-4	2	-15	-4	6	13	-1
O=C(O)COCC(=O)NC1CCN(Cc2ccccc2)CC1	3	20	-19	10	·	8	-9	·	17	8	-2
COc1cccc(CNC(=O)c2cccnc2Sc2ccc(Cl)cc2)c1	-9	9	21	14	-7	0	-4	-6	7	2	-24
COc1ccc(CCC(=O)N/N=C/c2ccc3c(c2)OCO3)cc1	-24	5	-14	-5	2	-2	-3	-16	-5	2	-19
COc1ccc(CNC(=O)c2c(C)oc3c2C(=O)c2ccccc2C3=O)cc1	56*	94*	66	102*	76	-2	90*	104*	73*	-82*	99*

# Additional records
SMILES	TROY NFkB inh	C8 TRAIL sens	NR2E3 ag-1	Peg3 prom inh	Shn3 inh set2	NR2E3 ag-2	CF NFkB block	TRPM1 prom inh	HIF-2a inh	KKLEB cytotox	TWEAK Fn14 block
COc1ccc(NC(=O)/C=C/c2c(Cl)nc3ccccn23)cc1	-37	-4	-34	-23	-17	-1	5	-12	-67	-12	-22
O=C1CC(c2ccc(Cl)cc2)CC(O)=C1C=NCCO (stereo not drawn)	-7	5	-54	15	10	-1	-3	2	20	-5	8
Cc1ccc(NC(=O)CN(C)C(=O)c2ccc(Cl)c(S(=O)(=O)NCc3ccco3)c2)cc1	-9	-17	-4	6	-7	·	2	4	10	1	7
CCOC(=O)c1c(CN2CCN(CCO)CC2)n(-c2ccccc2)c2cc(Br)c(O)cc12	-10	15	12	36	26	3	7	8	4	-8	-13
CC(C)(C)[C@H]1C=C(C(N)=O)O[C@@H](OCCCCO)C1	-17	10	12	-4	-24	3	15	-3	-2	-15	-9
O=C(COc1ccccc1)Nc1nnc(-c2ccc3c(c2)CCCC3)o1	-64	11	-53	-203	-44	0	-19	-41	-156	-2	-77
C/C(=N\Nc1ccccn1)c1ccc(OC(F)F)cc1	-26	0	-42	-152	-31	1	-9	-11	-184	-3	-33
Cc1ccccc1NC(=O)C1CCCN(S(=O)(=O)c2cnc[nH]2)C1 (stereo not drawn)	-4	2	-6	3	7	3	6	3	-1	-24	-3
COc1ccc(C(=O)O/N=C(\N)Cc2ccc(Cl)cc2)cc1OC	13	94*	-15	113*	12	2	12	3	62*	-14	72*
COc1ccc2c(c1)C(=O)C(=O)N2CC1COc2ccccc2O1 (stereo not drawn)	7	-8	10	-15	-3	2	18	3	-3	-3	-5
Cc1cc(NC(=O)c2ccc3c(c2)C(=O)N(C2CCCCC2)C3=O)no1	0	-9	-5	13	33	4	3	3	12	9	-11
COc1ccc(NC(=O)CO/N=C/C(=O)Nc2ccccc2C)c([N+](=O)[O-])c1	-29	-12	-42	-58	-45	1	4	-17	-139	0	-34
COCCCNCCCCOc1cccc(Br)c1	8	2	-22	6	-11	-1	3	7	20	7	-3
CCC(C)NC(=O)c1cc2c(=O)n3ccccc3nc2s1 (stereo not drawn)	-11	6	-4	-57	-14	-1	-2	-30	-128	4	-6
C/C(CC(=O)NCc1ccco1)=N\NC(=O)c1ccc(Cl)cc1Cl	-23	-7	-18	7	-10	2	11	2	-1	-2	-2
CCNc1c(C(=O)O)ccc2c1C(=O)c1ccccc1C2=O	26	-6	-3	7	-6	-23	-5	1	21	8	1
COCCN1C(=O)N[C@@H](c2ccccc2)C(C(=O)OC)=C1C	-1	1	19	-2	11	0	-9	-1	16	15	6
O=C(NNS(=O)(=O)c1ccc(F)cc1)c1cnccn1	-4	3	-9	12	2	5	4	1	13	-1	-5
C/C(N)=C(/C#N)C(=O)CSc1cc(Cl)ccc1Cl	4	-11	-17	3	6	-1	-16	-13	-12	1	2
COCCNC(=O)CSCc1nc(-c2ccc(SC)cc2)oc1C	-17	5	92*	-8	7	3	-10	4	-28	-6	-4
CCOC(=O)N1CCC(Nc2c(-c3ccccc3)c(=O)c2=O)CC1	-9	36	-2	11	17	0	0	-5	19	4	3
Cc1cccc(N2C(=O)CC(Sc3nc(C)cc(C)n3)C2=O)c1 (stereo not drawn)	-2	0	3	11	-4	2	1	-8	4	6	0
O=C(NCCc1ccccc1)C(=O)Nc1ccc([N+](=O)[O-])cc1	-33	-5	-23	-4	-9	5	2	-5	10	4	0
Cc1[nH]c2ccccc2c1N=Nc1ccc(F)cc1	-34	3	-21	-53	-4	-2	4	-13	-118	-13	-6
CCn1nccc1C(=O)Nc1cc(Cl)ccc1Cl	14	6	-16	-27	-2	-1	7	-2	-14	8	40

# (next part)
SMILES	TROY NFkB inh	C8 TRAIL sens	NR2E3 ag-1	Peg3 prom inh	Shn3 inh set2	NR2E3 ag-2	CF NFkB block	TRPM1 prom inh	HIF-2a inh	KKLEB cytotox	TWEAK Fn14 block
O=C(Nc1nc(-c2ccccc2)cs1)c1ccc(S(=O)(=O)N2CCc3ccccc32)cc1	-2	31	-2	-4	35	-3	1	5	0	-22	42
Cc1ccc(S(=O)(=O)CCC(=O)OCC(=O)Nc2cc(C)on2)cc1	1	-11	1	3	1	1	4	14	6	1	-4
Cc1ccccc1C(=O)N1CCC(C(=O)NN2C(=O)NC3(CCC(C)CC3)C2=O)CC1 (stereo not drawn)	-6	1	-24	5	-5	1	10	7	0	-1	10
CC(NC(=O)c1cc2c(=O)n3ccccc3nc2n(CC2CCCO2)c1=N)c1ccccc1 (stereo not drawn)	2	3	-4	-3	25	-5	6	1	14	-7	-18
CCCCn1c(N)c(N(CCC(C)C)C(=O)c2cc(CC)c(C)s2)c(=O)[nH]c1=O	-22	-4	5	1	-2	-4	15	3	10	4	-2
O=C(CSc1nc(-c2ccccc2)cc(=O)[nH]1)N1CCOCC1	12	-6	-11	-8	-1	-2	17	1	9	-6	-1
Cn1c(SCC(=O)N2CCCCC2)nnc1-c1ccc(S(=O)(=O)N2CCOCC2)cc1	14	-13	-1	7	12	-3	-5	5	-5	6	1
Cc1cc(-c2ccccc2)nc(N(C)NC(=O)c2cccc(C(F)(F)F)c2)c1S(C)(=O)=O	-15	4	-21	4	28	0	-20	6	30	-3	7
O=C(CS(=O)(=O)c1ccc(C(F)(F)F)cn1)NNC(=O)c1ccccc1	-6	2	7	14	-6	0	-18	3	11	14	-17
CNc1nc(OC)nc(N2CCOCC2)n1	1	0	-3	6	-3	3	4	2	4	-1	-38
Nc1nc2c(ncn2[C@@H]2O[C@H](CNS(=O)(=O)c3cccnc3)[C@@H](O)[C@H]2O)c(=O)[nH]1	-11	-1	-12	-2	-12	·	-3	·	9	12	16
CC(=O)c1ccc(NC(=O)c2ccc(NC(=O)CCS(=O)(=O)c3cccs3)cc2)cc1	51*	11	3	-289	-51	4	16	-46	-64	0	25
Cc1cccc(-n2c(N)cc(=O)[nH]c2=S)c1C	1	-5	5	13	17	2	-18	4	8	0	-8
COc1ccccc1NC(=S)N(CCCN1CCOCC1)Cc1cccs1	14	-1	-4	20	6	-1	-12	0	20	4	2
COc1ccc(OC)c2sc(NC(=O)c3ccc(Cl)s3)nc12	2	1	7	-20	-6	4	32	·	-52	-18	-2
Cc1ccccc1CCNC(=O)CCn1nc(C)c2c(C)n(-c3ccccc3)nc2c1=O	-5	1	-25	15	-4	2	7	-8	19	4	-3
O=C(c1cc(C2CC2)on1)N1CCN(C(c2ccccc2)c2ccccc2)CC1	-11	-1	-14	0	7	0	4	·	19	21	11
N#Cc1ccsc1NC(=O)CN1CCN(c2ccccc2)CC1	-23	-7	-15	-3	-18	3	-9	-20	-24	4	-16
